D1 PAM – Potentiators of Human D1 Dopamine Receptor: qHTS; D(1A) dopamine receptor (Homo sapiens), P21728; HEK293 TREx D1 cells, calcium flux, dopamine EC20 potentiation; potentiation, % at 10 µM; 0.036% of 360,000 active; AID 504651, 2011; in the data active = potentiation above about 30%; also: 0% is about no effect
Target sequence (P21728 whole entry, looked up): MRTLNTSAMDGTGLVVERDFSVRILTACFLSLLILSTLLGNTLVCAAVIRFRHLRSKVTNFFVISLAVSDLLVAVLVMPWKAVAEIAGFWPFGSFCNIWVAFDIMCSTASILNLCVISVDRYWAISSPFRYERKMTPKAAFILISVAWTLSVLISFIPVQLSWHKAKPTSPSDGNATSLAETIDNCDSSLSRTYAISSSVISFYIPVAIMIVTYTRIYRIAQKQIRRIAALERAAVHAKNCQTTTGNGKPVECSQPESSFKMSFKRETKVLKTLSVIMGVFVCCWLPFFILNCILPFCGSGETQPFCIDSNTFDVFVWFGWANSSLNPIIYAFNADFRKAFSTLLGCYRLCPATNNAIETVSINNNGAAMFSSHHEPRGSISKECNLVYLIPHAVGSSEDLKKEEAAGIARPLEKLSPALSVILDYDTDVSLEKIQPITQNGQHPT
D2 PAM – HTS Assay for Positive Allosteric Modulators of the Human D2 Dopamine Receptor: Primary Screen for Potentiators; 0.34% of 340,000 active; D(2) dopamine receptor (Homo sapiens), P14416; HEK293 T-REx D2, calcium flux, EC20 dopamine potentiation; potentiation, % at 10 µM;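 active = potentiation over 3 SD above the plate norm, cut at about 30% in these data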; also: 0% is about no effect
Target sequence (P14416 whole entry, looked up): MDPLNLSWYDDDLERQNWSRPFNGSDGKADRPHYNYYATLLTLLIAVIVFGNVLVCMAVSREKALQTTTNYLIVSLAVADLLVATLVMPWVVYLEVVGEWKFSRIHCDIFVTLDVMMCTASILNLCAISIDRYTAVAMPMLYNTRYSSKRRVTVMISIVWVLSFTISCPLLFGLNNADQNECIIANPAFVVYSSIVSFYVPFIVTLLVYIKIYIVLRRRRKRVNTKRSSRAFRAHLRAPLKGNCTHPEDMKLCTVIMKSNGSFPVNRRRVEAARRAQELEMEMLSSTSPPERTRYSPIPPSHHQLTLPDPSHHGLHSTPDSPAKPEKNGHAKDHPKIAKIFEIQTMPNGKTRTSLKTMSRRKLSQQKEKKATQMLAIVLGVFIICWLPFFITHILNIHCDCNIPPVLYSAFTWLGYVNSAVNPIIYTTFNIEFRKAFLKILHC
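Potentiation of an EC20 dopamine calcium response measured kinetically over 180 s, after a preceding 180 s compound-only read flagging agonists. Cells: inducible Hek293 Trex D2 line, 4000/well, cultured overnight at 30 C before dye loading.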
D2 antagonist – HTS Assay for Allosteric Antagonists of the Human D2 Dopamine Receptor: Primary Screen for Antagonists. D(2) dopamine receptor (Homo sapiens), P14416. 2% of 340,000 active. HEK293 TREx D2 cells, calcium flux, dopamine EC80. inhibition, % at 10 µM; in the data active = inhibition above about 30%; also: 0% is about no effect
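Dopamine at EC80 is the agonist stimulus; test compounds precede it by 180 s. Calcium flux read kinetically in a force-coupled, inducible HEK293 T-REx D2 cell line.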
RXFP1 antag – qHTS Assay for Antagonists of the Relaxin Receptor RXFP1; Relaxin receptor 1 (Homo sapiens), Q9HBX9; HEK293-RXFP1, relaxin-stimulated cAMP HTRF, 30 min; active compounds read low; activity change, negative = inhibition, % at 57.5 µM; 0.59% of 350,000 active;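 active = activity change of -60% or lower, but not beyond a set lower limit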; also: % is scaled to controls: 0 for no effect and ±100 for the full control effect
D2 agonist – HTS Assay for Allosteric Agonists of the Human D2 Dopamine Receptor: Primary Screen for Agonists | D(2) dopamine receptor (Homo sapiens), P14416 | HEK293 T-REx D2 cells, calcium flux agonist mode | activation, % at 2 µM | 0.53% of 340,000 active;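 active = activation over 3 SD above normal in the single-dose calcium agonist read, cut at about 30% in these data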; also: 0% is about no effect
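Agonism scored from kinetic calcium signal (1 read/sec, 180 s) following compound pin transfer, after a 10 s baseline. Cells: HEK293 Trex line expressing inducible D2 receptor coupled to calcium, dye-loaded after overnight culture at 30 C.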
TRHR ag – qHTS for Small Molecule Agonists and Allosteric Enhancers of Human TRH Receptor: Primary Screen for Agonists | activation, % at 2 µM | AID 493084, 2011 | 0.18% of 360,000 active | TRHR cells, calcium flux fluo-8, FDSS agonist mode | Thyrotropin-releasing hormone receptor (Homo sapiens), P34981; also: 0% is about no effect
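TRHR-expressing cells loaded with fluo-8 calcium dye; 23 nL library compound pin-transferred, kinetic FDSS fluorescence (Ex 480/Em 530) recorded about 180 s for agonist-induced calcium release, before a 10 nM TRH EC20 addition for potentiator mode.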
D1 antag – Antagonist of Human D 1 Dopamine Receptor: qHTS; activity change, negative = inhibition, % at 10 µM; 3.2% of 360,000 active; D(1A) dopamine receptor (Homo sapiens), P21728; HEK293 TREx D1 cells, calcium flux, dopamine EC80; active compounds read low; in the data active = activity change below about -30%; also: % is scaled to controls: 0 for no effect and ±100 for the full control effect
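Cells carrying a force-coupled, tetracycline-inducible human D1 receptor report calcium flux. Each well gets a 10 s baseline, compound with 180 s monitoring, then an EC80 dopamine stimulus with a second 180 s kinetic read.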
D1 agonist – Allosteric Agonists of the Human D1 Dopamine Receptor: qHTS; D(1A) dopamine receptor (Homo sapiens), P21728; HEK293 T-REx D1 cells, calcium flux, agonist mode; activation, % at 2 µM; 1% of 360,000 active; also: 0% is about no effect
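Tetracycline-induced HEK293 TREx D1 cells, force-coupled to calcium signalling, were dye-loaded with a no-wash calcium kit. Compound was pin-added after a 10 s baseline. Fluorescence was read kinetically at 1 cycle/s for 180 s, with calcium rises flagged as agonism.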
TRHR enhancer – qHTS for Small Molecule Agonists and Allosteric Enhancers of Human TRH Receptor: Primary Screen for Enhancers; Thyrotropin-releasing hormone receptor (Homo sapiens), P34981; TRHR cells, fluo-8 calcium fluorescence, EC20 TRH enhancement; enhancement, % at 2 µM; 0.66% of 360,000 active; in the data active = enhancement above about 30%; also: 0% is about no effect
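TRHR-expressing cells loaded with fluo-8 calcium dye were read kinetically (ex 480/em 530) during compound addition, then stimulated with an EC20 of TRH (10 nM final). Enhancement of the Gq-mediated intracellular calcium response was scored.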
Active calls of the source: *; x = no result given. Rule as the data show it, unless noted: active = activation above about 30%; inactive = the rest.

Labels used below – A = D1 PAM; B = D2 PAM; C = D2 antagonist; D = RXFP1 antag; E = D2 agonist; F = TRHR ag; G = D1 antag; H = D1 agonist; I = TRHR enhancer
COc1ccc(NC(=O)Cn2c(=O)n(-c3ccccc3)c(=O)c3c4c(sc32)CCCC4)cc1
  A: 1	B: 21	C: x	D: x	E: 0.2	F: 0.9	G: -6	H: 2	I: 2

Cn1c(Cc2ccccc2)nnc1SCC(=O)N1CCCCC1
  A: -5	B: 11	C: -5	D: 7	E: -0.4	F: 0.3	G: -20	H: 0	I: -7

COc1ccccc1CC(=O)Nc1cc(OC)c(NC(=O)c2ccccc2)cc1OC
  A: -4	B: 20	C: -19	D: 2	E: 0.9	F: -0.3	G: 3	H: 2	I: 12

COC(=O)c1ccc(N2C(=O)C3CC(C)=C(C)CC3C2=O)cc1 (stereo not drawn)
  A: 3	B: 3	C: -10	D: 16	E: 0.7	F: 0.0	G: 29	H: 1	I: 4

Cc1csc(NC(=O)C2CCCC2)n1
  A: 2	B: 6	C: -39	D: -15	E: -1.0	F: -0.4	G: 6	H: 1	I: 2

COc1ccc(C(=O)OCC(=O)Nc2c(C)cccc2C)c(OC)c1OC
  A: 0	B: -6	C: 19	D: 6	E: 2.2	F: 1.2	G: 15	H: 15	I: -3

C=CCn1c(SCC(=O)NC2CCCC2)nc2scc(-c3ccco3)c2c1=O
  A: -8	B: 8	C: 9	D: -62*	E: 0.2	F: 0.0	G: -3	H: 0	I: -5

CCOc1ccccc1NC(=O)c1csc(C)c1C
  A: 5	B: 1	C: 6	D: -3	E: -1.1	F: -1.4	G: 6	H: 3	I: 1

Cn1nnnc1SCCCNCc1cccc(OCc2ccccc2Cl)c1
  A: 1	B: -18	C: x	D: -10	E: 9.2	F: 1.4	G: -19	H: 108*	I: 3

Cc1ccc(S(=O)(=O)c2nnn3c2nc(N2CCCC2)c2sccc23)cc1C
  A: -2	B: -10	C: x	D: -1	E: 0.3	F: 0.8	G: -17	H: 2	I: 0

Arranged by the number under D1 PAM (highest first): 3 of the compounds above
Structure	D1 PAM	D2 PAM	D2 antagonist	RXFP1 antag	TRHR ag	D1 antag	D1 agonist	TRHR enhancer
COc1ccc(NC(=O)Cn2c(=O)n(-c3ccccc3)c(=O)c3c4c(sc32)CCCC4)cc1	1	21	x	x	0.9	-6	2	2
COc1ccccc1CC(=O)Nc1cc(OC)c(NC(=O)c2ccccc2)cc1OC	-4	20	-19	2	-0.3	3	2	12
C=CCn1c(SCC(=O)NC2CCCC2)nc2scc(-c3ccco3)c2c1=O	-8	8	9	-62*	0.0	-3	0	-5

Following part:
Labels used below – A = D1 PAM; B = D2 PAM; C = D2 antagonist; D = RXFP1 antag; E = D2 agonist; F = TRHR ag; G = D1 antag; H = D1 agonist; I = TRHR enhancer
COc1ccccc1Cn1c(=S)[nH]c2cc(C(=O)NCC3CCCO3)ccc2c1=O (stereo not drawn)
  A: -2	B: 1	C: 4	D: -21	E: -0.7	F: -0.3	G: -1	H: 1	I: 6

COc1cc(/C=N/NC(=O)C(Cc2c[nH]c3ccccc23)NC(=O)OCC(C)C)cc([N+](=O)[O-])c1O (stereo not drawn)
  A: -2	B: -3	C: 18	D: -21	E: -0.9	F: 0.1	G: -3	H: -1	I: -3

COc1cccc(NC(=O)COC(=O)CCCC2=NS(=O)(=O)c3ccccc3N2)c1
  A: 9	B: -7	C: -4	D: -16	E: -0.4	F: 0.0	G: -11	H: 0	I: 5

O=C(CSc1nc(NS(=O)(=O)c2ccccc2)cc(=O)[nH]1)Nc1ccc(F)cc1
  A: -3	B: 1	C: -5	D: -5	E: -0.7	F: 0.4	G: 11	H: 2	I: 3

Cc1nn(C(C)(C)C)c(OC(=O)CC(C)C)c1S(=O)(=O)c1ccccc1
  A: -1	B: x	C: x	D: 3	E: x	F: 0.7	G: 0	H: 8	I: -1

C=CCn1c(SCc2cc(=O)n3cc(C)ccc3n2)nnc1-c1ccc(F)cc1
  A: -4	B: 1	C: 10	D: -3	E: -0.5	F: -0.7	G: -9	H: 2	I: 0

CCn1c(/C=C/c2ccccc2)nc2ccccc2c1=O
  A: -6	B: -22	C: 12	D: -3	E: -0.9	F: -1.3	G: -2	H: 1	I: 4

COc1ccccc1CNC(=O)CN1C(=O)CCn2nc(-c3ccccc3)cc21
  A: 6	B: 5	C: x	D: -3	E: x	F: -0.6	G: -1	H: 1	I: -8

CCCCCCCc1c(O)nc(SCC(=O)O)[nH]c1=O
  A: 1	B: -7	C: 4	D: 18	E: -0.4	F: -0.3	G: -13	H: 3	I: -2

Cc1[nH]nc(SCC(=O)NCC(C)C)c1[N+](=O)[O-]
  A: -8	B: -3	C: 3	D: -4	E: -0.6	F: 1.2	G: 0	H: 7	I: 3

CCC(C)(C)C1CCC2(CC1)NC(=O)N(CC(=O)NC(C)CCc1ccccc1)C2=O (stereo not drawn)
  A: -4	B: 5	C: 7	D: -10	E: -0.3	F: 0.0	G: -9	H: 6	I: -1

Cc1ccc(CNC2=NCCCCC2)n1C
  A: -2	B: -7	C: 6	D: 9	E: 0.9	F: 0.9	G: -2	H: 2	I: 5

CNC(=O)CSc1nnnn1-c1ccc(C)cc1C
  A: -3	B: 2	C: 4	D: 6	E: -0.3	F: -1.5	G: -2	H: 1	I: 6

CCCCCCCCOC(=O)C[N+](C)(C)C/C=C(/C)Cl
  A: -6	B: -7	C: 3	D: -1	E: 0.9	F: 0.5	G: 9	H: 1	I: -6

CCSc1ncc(Cl)c(C(=O)Nc2ccccc2Cl)n1
  A: -8	B: 4	C: -16	D: 13	E: -1.6	F: -0.9	G: -7	H: 7	I: 14

O=C(O/N=C1\CCCc2ccccc21)c1ccc(F)cc1
  A: -6	B: -6	C: -13	D: -7	E: -0.6	F: -1.5	G: -9	H: 3	I: -4

COc1cc(/C=C2\SC(=Nc3ccc(O)cc3)NC2=O)cc(OC)c1OC
  A: 0	B: 11	C: -4	D: -13	E: 17	F: -0.4	G: 3	H: 1	I: 2

CCP(=O)(c1cccc([N+](=O)[O-])c1)c1cccc([N+](=O)[O-])c1
  A: -3	B: 5	C: -19	D: 3	E: -0.2	F: 0.4	G: -8	H: 3	I: 3

Cc1ccc2nc(NC(=O)CSCc3ccccc3)sc2c1
  A: 19	B: -4	C: 4	D: -3	E: -0.7	F: -0.1	G: 0	H: 0	I: 2

CCN(Cc1ccccc1)C(c1ccncc1)c1nnnn1C(C)(C)C (stereo not drawn)
  A: -3	B: -4	C: -6	D: -11	E: 0.8	F: 0.1	G: -9	H: 2	I: 0

O=C(CC(c1cccs1)N1Cc2ccccc2C1=O)Nc1ccc(F)cc1F (stereo not drawn)
  A: 4	B: -5	C: x	D: x	E: -0.3	F: -0.7	G: 5	H: 0	I: 11

CCOC(=O)CC1COCCN1C(=O)CCc1nnc(-c2ccsc2)o1 (stereo not drawn)
  A: 0	B: 1	C: -21	D: -9	E: 0.0	F: 0.4	G: 7	H: 1	I: 2

CCN1CC(CN(C)Cc2nc(-c3cccs3)no2)CC1=O (stereo not drawn)
  A: -7	B: 18	C: 3	D: 5	E: 0.3	F: 0.2	G: -2	H: 3	I: -18

CCOc1ccc(N(CC(=O)NC2CCCC2)C(=O)CCC(=O)Nc2nc(C)cs2)cc1
  A: -2	B: -9	C: -21	D: -5	E: 1.7	F: 2.2	G: 9	H: 4	I: 8

COc1cc(NS(=O)(=O)c2ccc(NC(=S)NC(=O)c3ccco3)cc2)nc(OC)n1
  A: 2	B: 2	C: 10	D: -10	E: 1.0	F: 0.1	G: 1	H: 2	I: 0

CCC(=O)N1c2ccc(S(=O)(=O)CCC(=O)NCc3ccc(OC)cc3)cc2CC1C (stereo not drawn)
  A: 7	B: 9	C: x	D: x	E: -0.4	F: -1.8	G: -3	H: 6	I: 4

CC(=O)NC(Cc1ccccc1C)C(=O)NC1CCN(c2ncccc2[N+](=O)[O-])CC1 (stereo not drawn)
  A: 9	B: -10	C: 8	D: x	E: 1.3	F: -0.2	G: 13	H: 1	I: -2

COc1ccc(CNC(=O)CSc2nnc(C)c3c(C)n(-c4ccccc4)nc23)c(OC)c1
  A: -2	B: 10	C: x	D: -15	E: x	F: -0.4	G: -16	H: 1	I: 0

CCOc1ccc(-n2c(SCC(N)=O)nc3c([nH]c4ccccc43)c2=O)cc1
  A: x	B: 2	C: x	D: x	E: x	F: -0.4	G: 6	H: 0	I: 24

COC(=O)c1cn(NC(=O)Cc2ccccc2OC)c(=O)c2ccccc12
  A: -3	B: 11	C: -13	D: 1	E: -2.4	F: -0.3	G: -15	H: 5	I: 0

O=c1c(/C=N/N2CCOCC2)c(C(F)(F)F)[nH]n1-c1ccccc1
  A: -7	B: 0	C: 5	D: 12	E: -0.9	F: 0.3	G: -23	H: 3	I: -5

CC(CC(=O)Nc1cccc(S(=O)(=O)N2CCCCC2)c1)c1ccccc1 (stereo not drawn)
  A: -1	B: 0	C: -17	D: -1	E: -0.1	F: 1.4	G: -5	H: 10	I: -9

CCOc1c(Nc2ccccc2O)c(=O)c1=O
  A: -2	B: 0	C: -10	D: -21	E: 0.3	F: 0.1	G: -9	H: 3	I: 2

Cc1cccc2c(C(=O)O)cc(-c3cccnc3)nc12
  A: -2	B: 10	C: 5	D: -7	E: 1.8	F: 0.3	G: 8	H: -1	I: 7

CCOC(=O)N1CCN(C(c2ccc(C)cc2)c2sc3nc(C)nn3c2O)CC1 (stereo not drawn)
  A: -7	B: 5	C: 18	D: 9	E: -0.4	F: -0.6	G: 1	H: 1	I: 12

CCn1c(C)nc2cc(-c3nnc(-c4c(-c5ccccc5)noc4C)o3)ccc21
  A: 0	B: 18	C: 7	D: -9	E: 0.1	F: -0.6	G: -4	H: 5	I: 0

Shown as a hit in D1 agonist (from the list above):
molecule	D1 PAM	D2 PAM	D2 antagonist	RXFP1 antag	TRHR ag	D1 antag	D1 agonist	TRHR enhancer
Cn1nnnc1SCCCNCc1cccc(OCc2ccccc2Cl)c1	1	-18	x	-10	1.4	-19	108*	3
